Mito fusion act: mitochondrial division inhibition or fusion activation | S. cerevisiae fusion-defective mutant growth rescue, CellTiterGlo 48 h | Potency, µM (doses to about 46.1 µM), inactives show at the highest dose growth rescue (activation), usual class: activators | hit rate 0.23% among 320,000 | AID 485298;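 further: potency means the concentration at half of the fitted maximal effect; % of control where 0% means no effect; nearly all actives have a fitted effect of over 45% in size; temperature-sensitive fusion mutants such as fzo1-1 at 37 °C on non-fermentable ethanol glycerol medium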
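Temperature-sensitive fusion-defective S. cerevisiae (e.g. fzo1-1, mgm1-5) were grown with compound in YPEG medium (3% ethanol, 3% glycerol) for 48 hours at 37C. Growth rescue was measured as viability by CellTiterGlo luminescence after 10 minutes at ambient.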
Eya2 inh: inhibitors of human Eya2 phosphatase activity. O00167. recombinant Eya2, OMFP fluorescence dephosphorylation (OMFP is methylfluorescein phosphate). Potency, µM (doses to about 76.9 µM), without a hit: top-dose activity, negative = inhibition, usual class: inhibitors. hit rate 0.006% among 330,000; further: potency means the concentration at half of the fitted maximal effect; on the % scale 0 is the no-effect control and ±100 the full control effect
Target sequence (O00167 whole entry, looked up): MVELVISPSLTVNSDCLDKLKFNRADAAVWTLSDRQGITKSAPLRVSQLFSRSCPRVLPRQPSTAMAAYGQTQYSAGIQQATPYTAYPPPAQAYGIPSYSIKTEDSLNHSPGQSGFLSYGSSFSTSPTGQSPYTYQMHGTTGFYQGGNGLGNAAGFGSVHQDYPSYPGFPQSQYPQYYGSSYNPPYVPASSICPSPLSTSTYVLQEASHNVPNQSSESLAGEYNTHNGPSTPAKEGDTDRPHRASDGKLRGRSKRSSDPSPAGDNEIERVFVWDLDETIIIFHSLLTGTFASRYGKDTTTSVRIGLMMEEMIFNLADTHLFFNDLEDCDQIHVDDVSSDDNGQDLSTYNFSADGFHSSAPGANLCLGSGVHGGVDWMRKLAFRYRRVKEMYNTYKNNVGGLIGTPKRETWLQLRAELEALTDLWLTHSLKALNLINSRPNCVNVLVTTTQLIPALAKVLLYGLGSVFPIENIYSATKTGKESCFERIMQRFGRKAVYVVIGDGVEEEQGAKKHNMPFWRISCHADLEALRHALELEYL
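Eya2 (0.2 uM) preincubated 10 min at ambient with compound, then OMFP substrate added at 50 uM; 10 min reaction in 50 mM HEPES pH 7.5, 50 mM NaCl, 5 uM MgCl2, 0.05% BSA, 1 mM DTT. Fluorescence read at Ex 485/Em 525 nm.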
MBNL1 CUG block: inhibitors of human MBNL1 binding to CUG repeat RNA; TR-FRET MBNL1-His/biotin-(CUG)12 binding, 665/545 ratio; hit rate 0.036% among 280,000; Potency, µM (doses to about 57.5 µM), for inactives: at the top dose activity change, negative = inhibition, actives largely listed as inhibitors; Q9NR56; AID 2675; active means well fitted inhibition curve with a large enough effect in the signal ratio, with a control signal flat, not every such curve was filed as active; inconclusive means small, poorly fitted or top-dose-only effect, or effect the other way, or a change in a side signal; inactive means no such curve, though single readings can be large or run the other way; the % refers to the signal ratio; further: potency means the concentration at half of the fitted maximal effect; on the % scale 0 is the no-effect control and ±100 the full control effect
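His-tagged MBNL1 binding to biotinylated (CUG)12 RNA was measured by TR-FRET using terbium anti-His antibody (0.055 ng/ul final) and streptavidin-XL665 (5 nM final). Compounds were titrated 92 nM to 58 uM; 60 min at room temperature.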
TSHR antag: antagonists of human thyroid stimulating hormone receptor; TSHR-expressing cells, TSH-stimulated cAMP HTRF, 2 h; active compounds read low; hit rate 0.2% among 330,000; activity change, negative = inhibition, % at 11.5 µM; AID 504810;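 active means activity change below a set negative limit, meaning inhibition stronger than a set level, cut at about -70% in these data; inconclusive means activity change between two set negative limits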; further: on the % scale 0 is the no-effect control and ±100 the full control effect
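TSHR-expressing cells were treated with compounds, then stimulated with TSH at EC80 (4nM final) for 2 hours at 37 deg C. Cellular cAMP was measured by HTRF competition between lysate cAMP and cAMP-d2 for a cryptate-labelled anti-cAMP antibody.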
S-ASM inh: human S-ASM enzyme inhibition; placental ASM, HMU-PC fluorogenic substrate, 60 min; Potency, µM (titrated, usually from 57.5 µM), inactives show top-dose activity change, negative = inhibition, hits mostly inhibitors; hit rate 0.006% among 340,000; AID 504937; further: potency means the concentration at half of the fitted maximal effect
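Fluorogenic HMU-PC substrate (9 uM final) is turned over by placental ASM in 60 min at 37 C after a 10 min compound preincubation. Reaction ended by alkaline stop (pH 10), with fluorescence read at 386/447 nm.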
GALK inhibitor: inhibitors of human galactokinase; P51570; Purified GALK, Kinase-Glo residual ATP luminescence; Potency, µM (doses to about 57.5 µM), for the others: top-dose activity change, negative = inhibition, usual class: inhibitors; hit rate 0.007% among 270,000; further: potency means the concentration at half of the fitted maximal effect; on the % scale 0 is the no-effect control and ±100 the full control effect
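ATP-depletion format; final 35 uM ATP, 100 uM D-galactose, 5 nM enzyme; pH 8.0 HEPES/Mg2+ buffer; 60 min RT; luminescence read 10 min after detection reagent.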
PKM2 act: activators of human pyruvate kinase M2 | P14618 | purified PKM2, Kinase-Glo ATP luminescence, activation; response scale: 0% is enzyme alone, no compound | Potency, µM (doses to about 57.5 µM), inactives show at the top dose activation, hits mostly activators | hit rate 0.34% among 260,000; further: potency means the concentration at half of the fitted maximal effect; on the % scale 0 is the no-effect control and ±100 the full control effect; nearly all actives have a fitted effect of over 55% in size
Target sequence (P14618 whole entry, looked up): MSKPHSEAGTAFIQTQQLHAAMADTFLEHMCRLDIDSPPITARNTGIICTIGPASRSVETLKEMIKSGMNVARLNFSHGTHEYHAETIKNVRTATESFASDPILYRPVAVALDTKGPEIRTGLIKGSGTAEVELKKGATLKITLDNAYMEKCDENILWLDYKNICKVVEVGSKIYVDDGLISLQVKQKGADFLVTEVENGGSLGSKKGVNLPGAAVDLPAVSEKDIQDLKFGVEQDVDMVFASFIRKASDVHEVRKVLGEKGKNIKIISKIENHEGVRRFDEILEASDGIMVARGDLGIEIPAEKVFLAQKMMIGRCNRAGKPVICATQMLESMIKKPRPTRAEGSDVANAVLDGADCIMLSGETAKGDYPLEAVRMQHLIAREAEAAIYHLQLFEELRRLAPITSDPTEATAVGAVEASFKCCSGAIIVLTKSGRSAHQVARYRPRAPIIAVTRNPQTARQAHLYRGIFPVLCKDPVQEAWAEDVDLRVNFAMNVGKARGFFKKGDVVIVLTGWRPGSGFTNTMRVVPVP
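ATP formation by purified human PK-M2, quantified via coupled luciferase luminescence after 1 h at room temperature with 0.1 mM ADP and 0.5 mM PEP final.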
hERG WT inh: blocks the wildtype human KCNH2 potassium channel; activity change, % at 1.84 µM; U2OS, BacMam KCNH2, thallium flux FluxOr; active compounds read low; Q12809; hit rate 0.37% among 340,000;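 active means maximum activity change below -70%; inconclusive means maximum activity change between -70% and -50%; inactive means maximum activity change above -50%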; further: on the % scale 0 is the no-effect control and ±100 the full control effect
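U2OS cells transduced with wild-type KCNH2 virus are loaded with FluxOr dye for 45 min, and thallium flux is measured in kinetic reads before and after stimulation buffer. Rate constants are normalized to DMSO controls.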
BCR signal inh: blocks chronic active B-cell receptor signaling; ABC-DLBCL IkBa-CBG/CBR reporter, luminescence ratio, 4 h; Potency, µM (doses to about 46.1 µM), without a hit: top-dose ratio change, negative = lower green/red ratio, actives largely listed as inhibitors; hit rate 0.05% among 340,000; active means well fitted inhibition curve with a large enough effect in the signal ratio, with a control signal flat, not every such curve was filed as active; inconclusive means small, poorly fitted or top-dose-only effect, or effect the other way, or a change in a side signal; the % refers to the signal ratio;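 further: potency means the concentration at half of the fitted maximal effect; plate controls were basal doxycycline-induced cells for no effect and cells given 10 µM MG132 for full effect; MG132 reads +100%, hits lower the ratio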
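TMD8 ABC-DLBCL cells carrying doxycycline-inducible green luciferase fused to IkappaBalpha plus unfused red luciferase were exposed to compounds (up to 46 uM) for 4 hrs at 37C. Activity came from the overlap-corrected green/red luminescence ratio.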
USP2a block: USP2a (human) protease inhibition | AID 463254 | hit rate 0.01% among 330,000 | USP2 core, Ub-CHOP2 coupled fluorogenic reporter, 485/531 | Potency, µM (doses to about 38.3 µM), for inactives: at the top dose activity change, negative = inhibition, hits mostly inhibitors;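 further: potency means the concentration at half of the fitted maximal effect; plate controls were DMSO wells for no effect and full inhibition by NEM control for full effect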
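USP2 core (10nM final) preincubated 30min RT with compound in 20mM Tris-HCl pH 8.0, 2mM CaCl2, 2mM beta-mercaptoethanol, 0.05% CHAPS; 25nM Ub-CHOP2 plus 25nM reporter substrate added, fluorescence (Ex485/Em531) read after 60min.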
Menin-MLL TR inh: menin-MLL binding inhibition, Texas Red mutant peptide. hit rate 0.23% among 270,000. Menin + Texas Red MLL mutant peptide, fluorescence polarization. AID 1768. Potency, µM (top dose mostly 61.6 µM), for the others: top-dose FP activity change, negative = inhibition, most hits filed as inhibitors; active means well fitted inhibition curve with a large enough effect in the polarisation, with a control signal flat, not every such curve was filed as active; inconclusive means small, poorly fitted or top-dose-only effect, or effect the other way, or a change in a side signal; inactive means no such curve, though single readings can be large or run the other way; the % refers to the polarisation; further: potency means the concentration at half of the fitted maximal effect; % of control where 0% means no effect; many of its hits are not listed in these tables
Starred values were filed as active, the others as inactive; ? = inconclusive; / = not tested or not shown; [ ] = dose if it differs, or a comment. Unless noted, the call rests on the fitted dose curve; in most records, active means well fitted curve in the direction sought with a large enough effect; inconclusive means small, poorly fitted or top-dose-only effect, or another doubt; inactive means no such curve, though single readings can be large; an effect the other way counts as inactive or inconclusive. An excerpt; count on the stated rates, not on these rows.

SMILES	Mito fusion act	Eya2 inh	MBNL1 CUG block	TSHR antag	S-ASM inh	GALK inhibitor	PKM2 act	hERG WT inh	BCR signal inh	USP2a block	Menin-MLL TR inh
CN(C)C(Cc1ccccc1)C(=O)c1c[nH]c2ccccc12 (centres undefined)	-20%	14%	-7%	2	0%	-2%	/	3	4%	-11%	25%
CC(N)C(=O)c1ccco1 (centres undefined)	-3%	-3%	-9%	-5	11%	-2%	-1%	1	2%	-2%	2%
O=C1NC(=S)N(c2ccc(Br)cc2)C(=O)/C1=C/N1CCN(C(=O)c2ccco2)CC1	1%	-2%	30%	-6	-6%	-2%	1%	6	?	2%	-2%
CN(C)P(=S)(Nc1ccccc1)C(Cl)(Cl)Cl (centres undefined)	-5%	0%	-7%	-11	-4%	-3%	5%	4	6%	0%	24%
O=C(c1ccccc1)c1ccccc1N=Cc1c(O)[nH]c(=O)[nH]c1=O	0%	3%	3%	5	-3%	6%	8%	-7	?	0%	-27%
N#CCCn1cc(C(=O)Nc2ccccc2Cl)c(-c2ccc(F)cc2)n1	6%	-11%	-4%	5	0%	6%	-11%[11.5 µM]	-5	-12%	1%	27%
COP(=O)(OC)C(Nc1ccc([N+](=O)[O-])cc1)c1ccccc1 (centres undefined)	1%	3%	?	3	-3%	3%	-16%	1	6%	1%	/
CCCCC(=O)N/N=C/c1c(O)n(Cc2ccco2)c(=O)[nH]c1=O	-7%	-9%	?	16	0%	0%	9%	-1	16%	0%	8%
Cc1cc([N+](=O)[O-])ccc1N	1%	-18%	/	23	-8%	/	/	-1	?	1%	/
CC(=O)OC1(c2ccccc2)CCN(C2CCCCC2)CC1C (centres undefined)	5%	-5%	-11%	5	1%	2%	-1%	-24	-5%	0%	10%
COc1ccc(CN2C(=O)NC(=O)/C(=C\c3cccc(OC)c3OC)C2=O)cc1	10%	-2%	-3%	-8	4%	6%	7%	0	-1%	9%	6%
Fc1ccc(CNC2CN3CCC2CC3)cc1 (centres undefined)	-1%	4%	-5%	20	4%	-6%	-2%	-2	1%	-2%	?
Cc1ccc(N2C(=O)CC(=O)NC2=O)c(C)c1	2%	4%	-2%	17	0%	2%	-3%[0.46 µM]	1	5%	3%	9%
Cc1nc2ccccc2c(=O)n1-c1ccccc1[N+](=O)[O-]	0%	-1%	?	1	2%	-1%	1%	15	-6%	1%	17%
Cc1cccc(N=Nc2c(O)[nH]c3ccc(F)cc23)c1	3%	-11%	0%	11	-21%	-2%	-1%	1	?	21%	?
CN1CCN(/N=C/c2c(O)n(C)c(=O)n(C)c2=O)CC1	9%	-10%	5%	-36	1%	0%	0%	-9	4%	1%	-9%
Cc1c(C(=O)N2CCC3(CC2)OCCO3)oc2ccc(S(=O)(=O)N3CCOCC3)cc12	-1%	0%	-14%	3	1%	-4%	7%	2	1%	-1%	4%
C=Cn1ccnc1P(O)(=S)c1nc(C)c(CCOC(C)=O)s1 (centres undefined)	-4%	8%	3%	-1	-2%	-1%	3%	2	2%	0%	-8%
COc1ccc(Cc2c(O)[nH]c(=S)[nH]c2=O)cc1	3%	3%	-1%	2	4%	-1%	0%[11.5 µM]	-9	1%	0%	4%
CCC(C)n1c(O)c(C=NCCc2ccccc2)c(=O)[nH]c1=S (centres undefined)	5%	-2%	4%	6	-7%	2%	4%	-4	6%	-1%	/
CCN1CCC2(CC1)NC(CO)(CO)CO2	1%	-7%	9%	-4	3%	1%	1%	14	-5%	1%	-2%
COc1ccc2c(c1OC)C(=O)OC2c1c(O)n(Cc2ccc(F)cc2)c(=O)[nH]c1=O (centres undefined)	-1%	4%	0%	-7	1%	-4%	6%	-8	?	2%	50%[activator]
O=c1[nH]c(O)c(Cc2ccc3c(c2)OCO3)c(=O)[nH]1	-1%	17%	0%	5	2%	/	2%	-5	0%	1%	/
CC(OC(=O)c1cn(C)c2ccccc12)C(=O)N1CCCC1 (centres undefined)	-2%	9%	/	1	6%	/	/	-20	-2%	-1%	/
COc1ccc(-c2nn(CCC#N)cc2C(=O)O)cc1	13%	3%	0%	-6	-2%	-2%	2%	-2	3%	2%	-18%
SMILES	Mito fusion act	Eya2 inh	MBNL1 CUG block	TSHR antag	S-ASM inh	GALK inhibitor	PKM2 act	hERG WT inh	BCR signal inh	USP2a block	Menin-MLL TR inh
Cc1ccccc1NC(=O)NCCN1CC1	9%	9%	1%	6	1%	3%	2%	-1	-2%	4%	?
COc1ccc([C@H]2CC(=O)C=C(c3ccc4c5c(cccc35)CC4)C2)cc1	12%	-29%	/	93	53%[activator]	/	/	13	0%	3%	/
CCC(=NCCO)c1c(O)n(-c2ccc(Cl)cc2)c(=O)[nH]c1=O	-5%	1%	-8%	8	2%	0%	-12%	11	0%	5%	-1%
Cc1ccc(N(C)C(=O)Oc2cccc3ccc(C)nc23)cc1	-2%	-2%	-12%	17	-3%	-5%	-2%	5	-5%	-1%	-22%
Cc1cccc(-n2c(-c3ccccc3)nc3ccccc3c2=O)n1	4%	-2%	6%	-3	4%	1%	-1%	-17	-5%	6%	-8%
Cc1ccc(-c2nn(CCC#N)cc2C(=O)O)cc1C	13%	8%	-4%	2	3%	10%	8%	-2	-2%	5%	-7%
CCN(CC)CCCN=Cc1c(O)n(-c2ccccc2F)c(=O)[nH]c1=O	1%	-3%	0%	5	1%	5%	-3%	14	0%	-1%	5%
Cn1c(O)c(C(=Nc2ccc(F)cc2)c2ccccc2Cl)c(=O)n(C)c1=O	-23%	14%	4%	-5	-9%	5%	-2%	6	?	0%	/
COC(=O)C1=C(c2ccc(OCc3ccccc3)cc2)C[C@@H]2CC[C@H]1N2C(=O)NCc1ccccc1	?	-20%	/	-31	?	/	/	-11	-4%	3%	/
COC(=O)C(NC(=S)N1CC2C[C@@H](C1)Cn1c2cccc1=O)C(C)C (some centres undefined)	0%	-7%	2%	20	-2%	2%	/	-5	?	-1%	2%
O=c1[nH]c(=O)n(C2CCCCC2)c(O)c1C=Nc1ccc(N2CCOCC2)cc1	-10%	-23%	/	-22	/	3%	0%	7	10%	-1%	-1%
COCC(=O)Nc1nnc(CCc2ccccc2)s1	2%	13%	-3%	11	-1%	2%	-8%	2	?	2%	-4%
O=C(N/N=C/c1cc(Cl)ccc1O)c1cccnc1	2%	10%	?	23	3%	1%	-2%	-9	?	2%	-4%
Cc1c(C(c2ccc(Br)cc2)c2c(O)c3ccccc3oc2=O)c(=O)n(-c2ccccc2)n1C (centres undefined)	-31%[inhibitor]	2%	-1%	-2	6%	4%	-4%	-4	?	1%	-31%
COC(=O)C1=C(c2ccc(-c3ccccc3)c(F)c2)C[C@@H]2CC[C@H]1N2C(=O)NC1Cc2ccccc2C1	27%	8%	/	-5	-6%	/	/	-7	?	0%	/
O=C(NCCc1ccccc1)c1ccc2nccnc2c1	-6%	2%	?	-10	3%	1%	2%	-2	-4%	-3%	1%
O=C(OCC(=O)c1ccc([N+](=O)[O-])cc1)/C(=C\c1ccc(Cl)cc1)NC(=O)c1ccccc1	7%	-9%	?	-22	-6%	-6%	-1%	4	?	1%	?
CCCCC/C(=N/O)c1c(C)[nH]c2ccccc12	-1%	-12%	-16%	19	-4%	-1%	-1%	3	?	2%	/
CCOc1ccc(-n2c(O)c(C=Nc3ccc(NC(C)=O)cc3)c(=O)[nH]c2=O)cc1	-3%	3%	16%	0	15%	0%	-2%	4	-5%	1%	/
O=[N+]([O-])c1ccc(Cl)c([N+](=O)[O-])c1	-19%	12%	/	11	-9%	/	/	-10	?	0%	/
CCC1CN(C)CCC1(OC(C)=O)c1ccccc1 (centres undefined)	-4%	-18%	-17%	-5	4%	-2%	14%	-10	-12%	1%	-22%
Cc1cc(Cl)ccc1C(=O)C1CCCN(C2CCSCC2)C1 (centres undefined)	6%	-2%	-10%	-8	3%	1%	-9%	-34	0%	0%	0%
COC(=O)C1=C(c2ccc(C(C)=O)cc2)C[C@@H]2CC[C@H]1N2C(=O)NC1CC1	-3%	3%	/	-9	0%	/	/	7	-2%	2%	/

High-throughput results: PubChem, National Center for Advancing Translational Sciences (NCATS)
